# High-throughput results: PubChem BioAssay, several laboratories
# CD11b adhes inh: blocks human CD11b/CD18 adhesion to fibrinogen | P05107+P11215 | K562 CD11b/CD18 adhesion to fibrinogen, ATPlite luminescence; Mn2+ added to activate the integrin | inhibition, % at 10 µM | hit rate 0.54% among 93,000;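 active means primary inhibition of 50% or more at 10 µM, then 40% or more on retest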; further: some results filed as inactive read as strong as hits
# CD11b adhes enh: enhancers of human CD11b/CD18 binding to fibrinogen; P05107+P11215; K562 CD11b/CD18 adhesion to fibrinogen, ATPlite luminescence; activation, % at 10 µM; hit rate 0.07% among 93,000;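 active means 10 µM primary screen giving 50% or more activity, confirmed by 40% or more on retest at that dose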; further: strong numbers were not always called active; reference of the scale not given here
# Candida biofilm: kills Candida albicans biofilms; AID 834; inhibition, % at 6 µM; C. albicans biofilm + clotrimazole, Alamar Blue; hit rate 0.14% among 85,000;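 active means inhibition above 20%; inactive means inhibition below 20%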;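 further: preformed 24 hr biofilms exposed to compound for 48 hr; 0% = biofilm without compound and 100% = blank killed by clotrimazole plus chlorhexidine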
# sEH inhibitor: inhibitors of human soluble epoxide hydrolase | P34913 | recombinant human sEH enzymatic activity assay | inhibition, % at 2 µM | hit rate 0.34% among 91,000; in the data active means inhibition above about 80%; further: values of inactives mirror those of a sister screen read the other way; many of its hits are not listed in these tables
# MT1-MMP txn act: activates MT1-MMP transcription | activation factor at 10 µM | HT1080 MT1-MMP promoter luciferase reporter, luminescence, overnight; hits give high values | hit rate 0.16% among 86,000 | AID 750;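 active means activation factor of at least 2 for MT1-MMP transcription at 10 µM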
# Smad3 FoxH1 inh: Smad3 (human) transcription factor binding inhibition; TR-FRET Smad3/Dy647-FoxH1 peptide binding, europium anti-His; inhibition, % at 25 µM; AID 630; hit rate 0.29% among 88,000;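 active means compounds that reduce the energy-transfer binding signal between the protein and its labelled peptide by more than half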;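 further: 0% = Smad3 plus labelled peptide maximal FRET and 100% = peptide-only background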
# ERb coact inh: ER-beta (human) coactivator binding inhibition | TR-FRET ER-beta LBD / SRC1-Cy5 peptide binding; receptor agonist-loaded with 1 µM estradiol | inhibition, % at 25.6 µM | hit rate 1.3% among 86,000 | AID 633;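 active means compounds whose percent inhibition of the receptor-coactivator binding signal exceeds about 50% in the single-dose screen, limit read from the data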;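 further: 0% = receptor plus peptide wells without compound and 100% = peptide-only wells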
# Target sequence (Q92731 whole entry, looked up, the tested form may be a part): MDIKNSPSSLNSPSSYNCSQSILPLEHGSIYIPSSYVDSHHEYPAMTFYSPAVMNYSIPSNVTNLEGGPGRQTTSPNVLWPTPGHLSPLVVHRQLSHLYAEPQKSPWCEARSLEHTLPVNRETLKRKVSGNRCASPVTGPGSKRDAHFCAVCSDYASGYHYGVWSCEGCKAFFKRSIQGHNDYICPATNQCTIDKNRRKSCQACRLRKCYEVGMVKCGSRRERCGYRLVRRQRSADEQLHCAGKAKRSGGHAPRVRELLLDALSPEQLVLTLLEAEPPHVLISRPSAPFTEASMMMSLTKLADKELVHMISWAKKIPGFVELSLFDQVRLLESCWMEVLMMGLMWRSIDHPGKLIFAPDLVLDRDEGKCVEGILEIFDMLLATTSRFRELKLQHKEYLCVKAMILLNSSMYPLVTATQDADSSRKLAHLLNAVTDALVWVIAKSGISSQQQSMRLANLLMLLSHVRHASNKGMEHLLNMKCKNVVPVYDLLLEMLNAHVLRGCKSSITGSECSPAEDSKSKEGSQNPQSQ
# ERa coact pot: ER-alpha (human) coactivator binding potentiation; hit rate 1.3% among 86,000; P03372; coactivator binding (% of control), % at 25.6 µM; TR-FRET ERalpha-LBD/SRC-Cy5 coactivator binding, 2 h; 100 = basal binding, no effect; AID 639; in the data active means activity above about 200%;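 further: binding measured in presence of low estradiol as agonist stimulus; 0% = peptide alone without receptor and 100% = receptor with peptide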
# Target sequence (P03372 whole entry, looked up, the tested form may be a part): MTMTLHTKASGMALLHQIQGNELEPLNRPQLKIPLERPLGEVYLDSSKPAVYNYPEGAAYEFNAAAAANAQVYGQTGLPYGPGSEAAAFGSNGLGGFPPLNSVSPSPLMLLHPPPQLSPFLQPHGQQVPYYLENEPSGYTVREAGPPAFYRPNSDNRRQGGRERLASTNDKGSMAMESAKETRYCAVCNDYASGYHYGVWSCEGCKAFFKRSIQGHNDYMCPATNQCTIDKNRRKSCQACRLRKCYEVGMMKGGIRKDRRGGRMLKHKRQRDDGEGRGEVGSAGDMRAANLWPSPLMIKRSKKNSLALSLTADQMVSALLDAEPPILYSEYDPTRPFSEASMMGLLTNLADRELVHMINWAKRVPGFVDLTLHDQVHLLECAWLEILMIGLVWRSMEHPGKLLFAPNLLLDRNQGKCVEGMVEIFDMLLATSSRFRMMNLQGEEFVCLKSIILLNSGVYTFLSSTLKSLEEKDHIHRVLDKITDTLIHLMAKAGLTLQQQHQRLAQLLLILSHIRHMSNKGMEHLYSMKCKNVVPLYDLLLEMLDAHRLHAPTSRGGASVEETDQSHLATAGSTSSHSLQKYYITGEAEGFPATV
# sEH activator: increases human soluble epoxide hydrolase activity. P34913. purified human sEH enzymatic activity, activator screen. activation, % at 2 µM. hit rate 0.04% among 91,000; in the data active means activation above about 37%; further: values of inactives mirror those of a sister screen read the other way
# Active calls of the source: *; nt = no result given; [ ] = another dose, or the depositor's remark. This is a subset; the hit share may differ from the screen's.
SMILES,CD11b adhes inh,CD11b adhes enh,Candida biofilm,sEH inhibitor,MT1-MMP txn act,Smad3 FoxH1 inh,ERb coact inh,ERa coact pot,sEH activator
COc1ccc(N(Cc2ccccc2)S(=O)(=O)c2cccc(C(=O)NC3=NCCS3)c2)cc1,nt,nt,4,13,1,5,-3,92,-10
CC1Cc2nc(SCC(=O)N3CCN(c4ccccc4)CC3)n(C)c(=O)c2S1 (stereo unspecified),2,2,6,-8,nt,-5,1,95[fluorescence artefact?],7
O=C(Cc1ccccc1)Nc1cc(C(=O)c2ccccc2)ccc1N1CCOCC1,-33,-1,10,0,nt,-3,9,75,1
NC(=O)CS(=O)(=O)c1nc2ccccc2n1Cc1ccccc1F,-26,3,9,5,1,-2,0[fluorescence artefact?],107,-1
CCOC(=O)C1CCN(c2c(NC3CCCc4ccccc43)c(=O)c2=O)CC1 (stereo unspecified),-1,-1,-3,-4,1.1,-2,1,118,4
COc1ccc2nc3oc(C(=O)Nc4ccc(OC)c(OC)c4)cc3cc2c1,-41,18,4,-3,1,42,41[fluorescence artefact?],108[fluorescence artefact?],0
Cc1nc(SC(C(=O)c2ccccc2)c2ccccc2)n[nH]1 (stereo unspecified),7,-4,5,1,1.1,2,-14[fluorescence artefact?],103,0
O=C(CSc1nnc(-c2ccc(F)cc2)o1)N1CCN(C(=O)c2ccco2)CC1,4,-3,-1,-2,1.2,-1,1,109,4
COc1cc(C2C(C#N)=C(N)Oc3cc(C)oc(=O)c32)cc2c1OCO2 (stereo unspecified),-31,77,4,-1,1.2,17[fluorescence artefact?],62*,101,1
CCOC(=O)N1CCN(C(=O)CCn2nc(-c3ccc(Cl)cc3)ccc2=O)CC1,nt,nt,8,-4,1.2,9[fluorescence artefact?],2,125,4
CCN(CC)CCCNC(=O)c1sc2nc(-c3ccc(F)cc3)cn2c1C,-4,-1,11,5,1.2,-9,-4,123,-4
Cc1cc(Nc2ccc(C)c(F)c2)n2ncnc2n1,8,-1,8,6,1.1,11,2,100,-6
Cc1ccc(-c2ccc(CCC(=O)O)n2Cc2ccco2)cc1,-24,12,7,9,0.9,-14,36,62,-8
CCCOc1ccc(CC(CC(=O)O)(C(=O)O)C(=O)O)cc1,6,-4,nt,12,1.1,5,-2,140,-11
Cc1ccc(NC(=O)CSc2nnc(-c3cnccn3)n2Cc2ccco2)cc1C,nt,nt,4,62,1.1,-7,9[fluorescence artefact?],335*,-63
Cc1cccc(NC(=O)c2nc(-c3ccccc3)n(-c3ccccc3)n2)c1C,6,-3,2,8,0.9,-6,1,90,-5
Cc1nn(C(C)(C)C)c(OC(=O)c2ccco2)c1Sc1ccccc1,nt,nt,6,12,1,5,3,61,-9
Fc1ccc(Cc2nnc(-c3cccs3)o2)cc1,nt,nt,24*,nt,1.4,0,-3,125[fluorescence artefact?],nt
Cc1ccc(-n2c(SCC(=O)OC(C)C)nnc2-c2cnccn2)cc1,-10,-2,-2,5,1.1,-9,2,109,-7
Nc1cc(OC(=O)c2ccco2)nn1S(=O)(=O)c1ccc(F)cc1,12,-8,nt,5,1,nt,nt,nt,-4
COc1ccc(C2CC(=O)C(C=NCCCN3CCOCC3)=C(O)C2)cc1 (stereo unspecified),-2,0,nt,0,1,nt,nt,nt,2
O=c1c2ccccc2c(/C=N/c2ncn[nH]2)c(O)n1Cc1ccccc1,0,1,nt,nt,1.1,-2,-1,153,nt
CCOc1ccc(N2C(=O)CC(SC(=NC)Nc3ccc4c(c3)OCO4)C2=O)cc1 (stereo unspecified),-10,0,nt,10,nt,nt,nt,nt,-9
Cc1c(C(=O)NCc2ccccn2)oc2ccc(S(=O)(=O)N3CCOCC3)cc12,-7,-2,4,nt,1.2,4,0,129,nt
O=C1CC(C(=O)O)S/C(=N\NC(=O)c2ccccc2)N1 (stereo unspecified),3,1,nt,13,nt,nt,nt,nt,-13

# 5 entries already listed, sorted by formula weight, largest number first.
SMILES,CD11b adhes inh,CD11b adhes enh,Candida biofilm,sEH inhibitor,MT1-MMP txn act,Smad3 FoxH1 inh,ERb coact inh,ERa coact pot,sEH activator
CCOc1ccc(N2C(=O)CC(SC(=NC)Nc3ccc4c(c3)OCO4)C2=O)cc1 (stereo unspecified),-10,0,nt,10,nt,nt,nt,nt,-9
CC1Cc2nc(SCC(=O)N3CCN(c4ccccc4)CC3)n(C)c(=O)c2S1 (stereo unspecified),2,2,6,-8,nt,-5,1,95[fluorescence artefact?],7
O=c1c2ccccc2c(/C=N/c2ncn[nH]2)c(O)n1Cc1ccccc1,0,1,nt,nt,1.1,-2,-1,153,nt
Cc1nc(SC(C(=O)c2ccccc2)c2ccccc2)n[nH]1 (stereo unspecified),7,-4,5,1,1.1,2,-14[fluorescence artefact?],103,0
O=C1CC(C(=O)O)S/C(=N\NC(=O)c2ccccc2)N1 (stereo unspecified),3,1,nt,13,nt,nt,nt,nt,-13

# (more compounds)
SMILES,CD11b adhes inh,CD11b adhes enh,Candida biofilm,sEH inhibitor,MT1-MMP txn act,Smad3 FoxH1 inh,ERb coact inh,ERa coact pot,sEH activator
CCCCNS(=O)(=O)c1ccc(S(=O)(=O)NCc2ccncc2)cc1,nt,nt,-1,-9,1.2,-6,-15,95,13
C=CCSc1n[nH]c2nc3c(c(=O)n12)C1(CCCC1)Cc1ccccc1-3,-3,-4,nt,-1,nt,nt,nt,nt,1
COCCNC(=O)C(c1ccc(Cl)cc1)N(C(=O)CCC(=O)Nc1ccccn1)C1CCCC1 (stereo unspecified),-17,-3,8,nt,0.9,9[fluorescence artefact?],-6,89,nt
O=C1/C(=C/c2cccc(F)c2)CSc2sccc21,-2,-1,7,-5,1.3,6,-7,97,2
COc1ccc(/C=C/C(=O)N(CC(C)C)CC(C)C)cc1Br,-32,6,nt,-18,nt,nt,nt,nt,21
Cc1ccc(NC(=O)c2c(O)c3ccccc3n(C)c2=O)nc1,27,-5,3,nt,1.4,2,30,76,nt
Cn1c(=N)c(S(=O)(=O)c2ccccc2)cc2c(=O)n3ccccc3nc21,-17,5,11,-14,1.1,-4,3,94,18
O=C(CCN1CCN(c2ccccc2)CC1)Nc1ccc2c(c1)OCO2,nt,nt,1,nt,1.1,-2,-4[fluorescence artefact?],109,nt
O=C(Cc1ccc(F)cc1)N(c1ccccc1)C1C=CS(=O)(=O)C1 (stereo unspecified),-3,4,0,nt,1,-2,0[fluorescence artefact?],101,nt
CC1(C)Cc2nc3sc4c(SCC(=O)NCc5ccco5)ncnc4c3cc2CO1,17,-3,9,16,0.8,-9,40[fluorescence artefact?],289*[fluorescence artefact?],-13
CN(c1ccccc1C(=O)O)S(=O)(=O)c1ccc2c3c(cccc13)C(=O)N2,nt,nt,-2,7,1.1,-4,62*,31,-7
O=C(CCCC(=O)N(CC(=O)NC1CCCC1)C1CCCC1)Nc1ccccn1,6,-3,9,-4,1.1,4,4,126,4
CN1CCN(Cc2nc(N)nc(Nc3ccc4c(c3)OCCO4)n2)CC1,4,-2,7,6,1.7,-5,-7,118,-4
COc1ccc(NC(=O)CSc2nnc(-c3ccc(C)cc3)n2N)cc1,-3,5,-5,-2,1.3,-11,-5[fluorescence artefact?],119,4
Cc1ccc(-c2nn(CC(=O)NCc3ccco3)c(=O)c3ccccc23)cc1,-7,3,-4,nt,1.3,-44,20,175[fluorescence artefact?],nt
CC(=O)NC1=NC(=O)CS1,7,-2,nt,9,nt,nt,nt,nt,-11
Cc1nc2cc3ccccc3cc2c(=O)[nH]1,-15,-7,nt,0,nt,nt,nt,nt,-2
O=C(CSc1nnc(COc2ccccc2)o1)Nc1nccs1,nt,nt,6,nt,1.1,-1,-1,107,nt
CCCOc1ccc(N2C(=O)CC(N3CCC(O)(c4cccc(C(F)(F)F)c4)CC3)C2=O)cc1 (stereo unspecified),-7,0,6,17,1,2,-6,113,-17
CC(C)(C)C(=O)/C(=C\c1ccc([N+](=O)[O-])cc1)n1cncn1,nt,nt,9,4,0,6,-1,89,-2
CCOC(=O)c1c(NC(=O)c2ccco2)sc(C(=O)N2CCCC2)c1C,6,-8,2,-4,nt,-13,15,77,2
Cc1ccc(-n2c(SCC(N)=O)nnc2-c2ccc(S(=O)(=O)N3CCCCC3)cc2)c(C)c1,0,1,4,6,1.3,0,-7,90,-4
Cc1c(CN(C)C)c2c(n1C)C(=O)c1ccc(Br)cc1-2,-9,-3,2,6,1.1,-2[fluorescence artefact?],-16[fluorescence artefact?],176[fluorescence artefact?],-4
CC(NC(=O)C1CC2CCCC(C1)C2=O)c1ccccc1 (stereo unspecified),-10,-2,6,-2,1.1,9,-24,115[fluorescence artefact?],7
CC(=O)c1cccc(NC(=O)CCS(=O)(=O)c2cccc3nsnc23)c1,-21,-5,-7,-14,1,18,-7,93,9
# Continuation:
SMILES,CD11b adhes inh,CD11b adhes enh,Candida biofilm,sEH inhibitor,MT1-MMP txn act,Smad3 FoxH1 inh,ERb coact inh,ERa coact pot,sEH activator
CC(=O)Nc1cccc(NC(=O)CSc2nnc(Cc3cccn3C)n2CCc2ccccc2)c1,4,2,6,nt,1.1,-6[fluorescence artefact?],-3,103,nt
O=C(COc1ccc(Cl)cc1)Nc1ccccc1C(=O)NCc1ccco1,-9,-4,5,14,1.2,14[fluorescence artefact?],5,152,-12
COCC(=O)Nc1nnc(-c2cccs2)s1,-6,-4,3,-5,1.1,3,-14,132,4
COc1ccc(Cl)cc1NC(=O)N(C)Cc1c(C)nn(C)c1C,4,0,7,-5,1,4,4,109,4
O=C1CC(N2CCN(Cc3ccc4c(c3)OCO4)CC2)C(=O)N1c1cccc(Cl)c1 (stereo unspecified),-8,0,5,-8,1.2,0,-6,120,10
Cc1ccc(-n2c(=O)[nH]cc(C(=O)N3CCc4ccccc43)c2=O)cc1C,-4,1,12,2,nt,-7,-6[fluorescence artefact?],96,-3
O=[N+]([O-])c1ccc(-c2ccc(C=Nc3cccc4ccccc34)o2)cc1,nt,nt,4,-14,1.2,5,-1,93,12
CC1=CCC(COC(=O)Nc2ccccc2)CC1 (stereo unspecified),nt,nt,8,5,1.7,5,-13,112,-4
CCn1c(=O)n(Cc2ccco2)c(=N)c2c3c(sc21)COC(C)(C)C3,-6,5,nt,22,nt,nt,nt,nt,-19
O=C(NCc1cn2ccccc2n1)c1ccc2c(c1)OCO2,-18,-2,5,5,1.1,-1,-10,103,-6
Clc1ccc2c(Cl)c(-c3nnc(-c4ccccc4)o3)sc2c1,nt,nt,8,-2,1.5,11[fluorescence artefact?],-3,137,5
O=C(/C=C\Nc1cccc(F)c1)c1cccs1,21,-3,nt,-3,nt,nt,nt,nt,2
Cc1nn(-c2ccc(F)cc2)c(Cl)c1/C=C(\CCC(=O)O)c1nc2ccccc2s1,nt,nt,4,nt,1.1,-6,-4,66,nt
CCOC(=O)c1ccc(NC(=O)N2CC(C)OC(C)C2)cc1 (stereo unspecified),6,-8,4,14,2*,3,-4,120,-11
CCOC(=O)N1CCN(c2cc3[nH]c(=S)[nH]c3cc2F)CC1,-5,-4,1,2,1.1,8,-44,116[fluorescence artefact?],1
COc1ccc(NC(=O)CSc2nnc(N)s2)cc1,-4,4,4,2,1.2,-14,8,97,-2
O=C(CSc1n[nH]c(=O)[nH]c1=O)c1ccccc1,-37,-4,10,-6,1.1,6,0,105,7
O=C(C1CC1)N1CCN=C1SCc1ccccc1,0,5,-2,nt,1,-3,-8,100,nt
CCOC(=O)c1cnc(SC)nc1Nc1cccc2ccccc12,nt,nt,9,-6,1.1,11,-14,99,7
CC(=O)/C(=C\Nc1ccc(OCc2ccccc2)cc1)c1ccccc1,14,3,nt,-1,nt,nt,nt,nt,3
N#Cc1c(N2CCN(C(=O)c3ccccc3Cl)CC2)nc(-c2ccccc2)c2c1CCCC2,-7,1,nt,-15,nt,nt,nt,nt,16
CCC(=O)Nc1cccc(-c2nc3ccccc3c(=O)o2)c1,15,5,6,-15,1,2,1,128[fluorescence artefact?],12
O=C(c1ccco1)N1CCN(Cc2nc3ccccc3c(=O)n2-c2ccc(F)cc2)CC1,3,0,-5,0,1.1,5,0,122,0
